NOD2 inhibition: NOD2 signaling inhibitors, cell-based, luminescence, uHTS, HEK293 (AID 1566); HEK293 NOD2/NF-kB luciferase reporter, luminescence; higher % means a stronger effect; inhibition, % at 4 µM, or EC50 in µM where a hit was titrated; hit rate 0.63% among 290,000; further: many of its hits are not listed in these tables
AID2073: inhibitors of Mint1-CaV2.2 protein interaction, biochemical, HTRF (AID 2073); Voltage-dependent N-type calcium channel subunit alpha-1B (Homo sapiens); one-dose inhibition, % at 20 µM; IC50 in µM for titrated hits; hit rate 0.19% among 290,000; HTRF protein-protein interaction, Mint1-CaV2.2; higher % means a stronger effect; in the data active means inhibition mostly above about 51%, no sharp cut-off; further: some results filed as inactive read as strong as hits
KOR beta-arrestin-1: KOR antagonists, beta-arrestin recruitment, cell-based, luminescence, uHTS (AID 1778) | Kappa-type opioid receptor (Homo sapiens) | KOR beta-arrestin recruitment, luminescence, antagonist mode; higher % means a stronger effect | one-dose inhibition, % at 10 µM; IC50 in µM for titrated hits | hit rate 0.091% among 290,000; further: strong numbers were not always called active
NOD1 inhibition: NOD1 signaling inhibitors, primary screen, cell-based, luminescence, uHTS (AID 1578); NOD1-driven NF-kB luciferase reporter cells, luminescence; higher % means a stronger effect; inhibition, % at 4 µM, or EC50 in µM where a hit was titrated; hit rate 1% among 290,000; in the data active means inhibition mostly above about 36%, no sharp cut-off; inactive means mostly below about 34%;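 further: HEK-293T reporter cells stimulated with the NOD1 agonist gamma-tri-DAP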
HIV peptide binding: inhibitors of HIV fusion peptide binding, primary screen, biochemical, uHTS, fluorescence dequenching (AID 1986); cell-free peptide binding, fluorescence dequenching, 30 min; higher % means a stronger effect; inhibition, % at 20 µM, or IC50 in µM where a hit was titrated; hit rate 0.3% among 290,000; in the data active means inhibition mostly above about 52%, no sharp cut-off; inactive means mostly below about 76%; further: some results filed as inactive read as strong as hits
West Nile antiviral: West Nile virus antiviral activity, cell-based, CPE readout (AID 1621); West Nile virus-infected cells, CPE inhibition; higher % means a stronger effect; CPE inhibition, % at 10 µM; hits with a dose series show IC50 in µM; hit rate 0.02% among 290,000; in the data active means a potency from the dose series; further: strong numbers were not always called active
Dengue-2 NS5 capping: Dengue-2 NS5 methyltransferase inhibitors, primary screen, biochemical, confirmation dose response (AID 588689). Genome polyprotein (Dengue virus type 2 (strain 16681-PDK53)). Dengue-2 NS5 methyltransferase capping enzyme assay, biochemical; higher % means a stronger effect. inhibition, % at 25 µM; hits with a dose series show IC50 in µM. hit rate 0.3% among 340,000; in the data active means a potency from the dose series
Yfh1-depleted yeast: enhancers of respiration in Yfh1-depleted yeast, dose response, Friedreich's ataxia, plus single-dose screen (AID 1465); S. cerevisiae Yfh1-off respiration, WST-1 reduction, 72 h; higher fold induction means a stronger effect; fold induction at 50 µM; hits with a dose series show EC50 in µM; hit rate 0.074% among 220,000;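 active means fold induction of absorbance versus untreated yeast above a set limit, then at least 30% activation at any dose in follow-up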;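 further: activators that raise dye reduction in frataxin-depleted yeast; strong numbers were not always called active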
KOR beta-arrestin-2: KOR agonists, beta-arrestin recruitment, primary screen, cell-based, luminescence, uHTS (AID 1777); Kappa-type opioid receptor (Homo sapiens); KOR beta-arrestin recruitment, luminescence; higher % means a stronger effect; activation, % at 10 µM; hits with a dose series show EC50 in µM; hit rate 0.02% among 280,000; in the data active means activation above about 50%, passing the limit was not always enough; further: a part of the inactive calls stands beside numbers as strong as those of hits
Numbers without * were called inactive; i = inactive; · = no result given; [ ] = dose if it differs, or a comment. Unless noted, no stated cut-off is given here; in the data, active means inhibition above about 50%; inactive means the rest.

SMILES	NOD2 inhibition	AID2073	KOR beta-arrestin-1	NOD1 inhibition	HIV peptide binding	West Nile antiviral	Dengue-2 NS5 capping	Yfh1-depleted yeast	KOR beta-arrestin-2
Cc1cc(C)n(-c2ccc(C(=O)O)cc2[N+](=O)[O-])n1	19%	41%	-1%	-10%	-0.1%	0.5%	-9%	i	-4.8%
Cc1cc(C)cc(NC(=O)c2nccnc2C(=O)O)c1	24%	-3%	-28%	6%	0.5%	0.0%	1%	i	0.5%
CCN(CC(=O)NCCc1ccccc1)S(=O)(=O)c1ccc(C)cc1	2%	2%	5%	-37%	-1.9%	-0.7%	-1%	i	1.2%
O=C(CN1CCN(Cc2ccc(Cl)cc2)CC1)N/N=C/C=C/c1ccccc1[N+](=O)[O-]	11%	2%	21%	-1%	-0.7%	-1.6%	-1%	i	2.8%
Cc1occc1-c1nnc(SCC(=O)N2CCOCC2)o1	22%	8%	17%	-36%	1.5%	0.8%	-2%	i	-6.3%
Cc1cc(C)nc(NS(=O)(=O)c2ccc(NC(=O)CCC3COc4ccccc4O3)cc2)n1 (configuration not stated)	19%	9%	14%	5%	4.0%	1.5%	-4%	i	-4.0%
Cc1ccccc1NC(=O)C1CCN(S(=O)(=O)c2cccs2)CC1	7%	0%	0%	-28%	-2.1%	0.2%	-4%	i	-4.4%
CCS(=O)(=O)Nc1cccc(C(=O)CC2(O)C(=O)Nc3ccccc32)c1 (configuration not stated)	4%	3%	-5%	-19%	-1.6%	-0.1%	-5%	i	26%
CCOC(=O)c1ccc(NC(=O)NC2CC3CCC(C2)N3)cc1 (configuration not stated)	4%	-11%	7%[20 µM]	-21%	0.3%	-0.3%	-2%	i	·
CC1COc2ccccc2N1S(=O)(=O)c1ccc(Cl)cc1 (configuration not stated)	-1%	0%	-36%	12%	-0.3%	-1.0%	-1%	i	8.1%
CCCc1nnc(NC(=O)CCC(=O)N2CCN(Cc3ccc(OC)c(F)c3)CC2)s1	7%	11%	-33%	-8%	-1.6%	-1.3%	-4%	·	-2.4%
N#CC1=C(N)Oc2n[nH]c(-c3cccs3)c2C1c1cccnc1 (configuration not stated)	2%	-2%	-24%	10%	1.0%	-0.5%	-4%	i	-3.6%
COC(=O)CCSCC(=O)N1N=C(c2ccc(OC)cc2)CC1c1cccc(OC)c1OC (configuration not stated)	1%	6%	6%	-4%	-1.7%	0.4%	-4%	i	-2.8%
CCOC(=O)C1C(=O)NC(N2CCOCC2)=NC1c1ccco1 (configuration not stated)	3%	-2%	31%	·	1.0%	0.5%	-8%	i	0.6%
Cc1cccnc1NC(=O)CSc1nnc(COc2ccc(C(C)C)cc2)n1C	-11%	2%	39%	-23%	-1.4%	0.1%	-6%	i	1.9%

A second format for 6 compounds above.
SMILES | NOD2 inhibition | AID2073 | KOR beta-arrestin-1 | NOD1 inhibition | HIV peptide binding | West Nile antiviral | Dengue-2 NS5 capping | Yfh1-depleted yeast | KOR beta-arrestin-2
Cc1cc(C)nc(NS(=O)(=O)c2ccc(NC(=O)CCC3COc4ccccc4O3)cc2)n1 (configuration not stated) | 19% | 9% | 14% | 5% | 4.0% | 1.5% | -4% | i | -4.0%
N#CC1=C(N)Oc2n[nH]c(-c3cccs3)c2C1c1cccnc1 (configuration not stated) | 2% | -2% | -24% | 10% | 1.0% | -0.5% | -4% | i | -3.6%
Cc1ccccc1NC(=O)C1CCN(S(=O)(=O)c2cccs2)CC1 | 7% | 0% | 0% | -28% | -2.1% | 0.2% | -4% | i | -4.4%
Cc1occc1-c1nnc(SCC(=O)N2CCOCC2)o1 | 22% | 8% | 17% | -36% | 1.5% | 0.8% | -2% | i | -6.3%
O=C(CN1CCN(Cc2ccc(Cl)cc2)CC1)N/N=C/C=C/c1ccccc1[N+](=O)[O-] | 11% | 2% | 21% | -1% | -0.7% | -1.6% | -1% | i | 2.8%
CC1COc2ccccc2N1S(=O)(=O)c1ccc(Cl)cc1 (configuration not stated) | -1% | 0% | -36% | 12% | -0.3% | -1.0% | -1% | i | 8.1%

Compounds above that have a nitro group on carbon:
SMILES	NOD2 inhibition	AID2073	KOR beta-arrestin-1	NOD1 inhibition	HIV peptide binding	West Nile antiviral	Dengue-2 NS5 capping	Yfh1-depleted yeast	KOR beta-arrestin-2
Cc1cc(C)n(-c2ccc(C(=O)O)cc2[N+](=O)[O-])n1	19%	41%	-1%	-10%	-0.1%	0.5%	-9%	i	-4.8%
O=C(CN1CCN(Cc2ccc(Cl)cc2)CC1)N/N=C/C=C/c1ccccc1[N+](=O)[O-]	11%	2%	21%	-1%	-0.7%	-1.6%	-1%	i	2.8%

New compounds follow.
SMILES	NOD2 inhibition	AID2073	KOR beta-arrestin-1	NOD1 inhibition	HIV peptide binding	West Nile antiviral	Dengue-2 NS5 capping	Yfh1-depleted yeast	KOR beta-arrestin-2
CC(=O)c1c(C)[nH]c(C(=O)OCc2nnc(-c3ccccc3)o2)c1C	22%	-5%	-4%	7%	2.1%	-1.0%	-7%	i	1.0%
O=C(Cc1cc(=O)[nH]c(=O)[nH]1)N1CCN(C(=O)c2ccco2)CC1	8%	10%	32%	-16%	-0.4%	-0.1%	-3%	i	-3.7%
CC(OC(=O)c1cccs1)C(=O)NCC1CCCO1 (configuration not stated)	-3%	4%	-69%	11%	1.2%	1.0%	-1%	i	6.4%
Cc1cc(C)n(CC(=O)N2CCCC(N3CCN(c4ccccc4C)CC3)C2)n1 (configuration not stated)	-7%	-4%	-3%	-26%	0.4%	-1.4%	-9%	·	1.0%
O=C(Nc1ccc(N2CCOCC2)cc1)c1cc2c(s1)CCCCC2	11%	-6%	-5%	-20%	-1.2%	-0.3%	-3%	i	0.6%
O=C1c2ccccc2C(=O)c2c(NCc3cccnc3)cccc21	-39%	-2%	-34%	13%	-5.7%	-0.3%	1%	i	5.9%
CC(C)(CO)C(O)C(=O)NCCC#N (configuration not stated)	9%	4%	-1%	-35%	0.5%	-0.2%	6%	i	-4.3%
CCOC(=O)c1ccc(NC(=O)CC2C(=O)N(c3ccc(F)cc3)C(=O)N2CCCOC)cc1 (configuration not stated)	5%	7%	-36%	-7%	0.6%	-0.3%	-2%	i	3.0%
O=C(CSc1nnc(-c2ccco2)n1CC1CCCO1)c1ccc(F)cc1 (configuration not stated)	8%	-12%	13%	-2%	-1.5%	0.1%	6%	i	7.9%
COc1ccc(NC(=O)COc2cccnc2[N+](=O)[O-])cc1OC	-2%	7%	4%	-45%	-2.1%	0.1%	-8%	i	-5.3%
COc1ccc(S(=O)(=O)Nc2ccc3cn[nH]c3c2)cc1C	16%	3%	-14%	9%	-0.7%	-0.8%	-9%	i	3.8%
O=C(Cc1ccccc1)Nc1ccc(N2CCCC2)cc1	2%	8%	-31%	-2%	-2.4%	0.4%	1%	i	-1.6%
COc1ccc(NS(=O)(=O)c2cc(NC(=O)CNC(=O)c3ccc(C)s3)ccc2Cl)cc1	25%	7%	-20%	-14%	0.5%	-1.2%	3%	i	2.7%
COc1cc(C)ccc1S(=O)(=O)N1CCN(C23CC4CC(CC(C4)C2)C3)CC1	-8%	-14%	14%	-7%	-0.8%	-0.3%	-8%	i	-2.0%
Cc1nnc(SCc2nc(N)nc(Nc3ccccc3)n2)s1	-4%	-6%	-3%	-13%	-0.4%	0.3%	-3%	i	1.3%
CCCC1CCC(C(=O)Nn2cnc3ccccc3c2=O)CC1 (configuration not stated)	-3%	-2%	32%	-27%	0.1%	0.3%	-3%	i	-0.5%
Cc1nnsc1C(=O)Nc1ccc(S(=O)(=O)N2CCCCC2C)cc1 (configuration not stated)	10%	-9%	-30%	-23%	-1.0%	-0.5%	-5%	·	-2.6%
CCOC(=O)C1=C(C)NC(=O)CC1c1cc2c(cc1[N+](=O)[O-])OCO2 (configuration not stated)	12%	50%	9%	24%	12%	2.0%	·	i	-6.1%
O=C(NCc1ccccc1)/C(=C/c1ccccc1)NC(=O)c1ccco1	-2%	-2%	-11%	-24%	1.3%	0.2%	6%	·	4.7%
Cc1ccc(S(=O)(=O)N2CCCC2C(=O)Nc2cc(C)on2)cc1 (configuration not stated)	8%	13%	-4%	12%	1.8%	0.2%	-6%	i	-8.0%
CSc1nnc(-c2cccc(NC(=O)c3ccccc3)c2)n1C	8%	-3%	16%	-1%	-0.3%	-0.1%	·	i	-5.5%
CCOC(=O)C1=C(c2ccccc2)N=c2s/c(=C\c3ccc(O)cc3)c(=O)n2C1c1cccs1 (configuration not stated)	15%	25%	11%	·	-2.1%	0.4%	-12%	i	2.1%
Cn1nc(C(=O)NCCc2ccc(S(N)(=O)=O)cc2)c2ccccc2c1=O	13%	8%	-6%	0%	-0.1%	-0.3%	-2%	i	-5.1%
COc1ccc(NS(=O)(=O)c2cccc(C(=O)O)c2)cc1	-9%	6%	17%	15%	1.0%	0.4%	-3%	i	1.3%
O=C(C1CC1)N1CCC(C(O)(c2ccccc2)c2ccccc2)CC1	6%	2%	-28%	-13%	-1.3%	-0.1%	1%	i	2.5%
O=C(Nc1cc([N+](=O)[O-])ccc1C(=O)NCCN1CCOCC1)c1ccccc1	7%	7%	-2%	-20%	-0.8%	-0.3%	-3%	·	-3.4%
CCSc1cc(C2C(C#N)=C(N)OC(C)=C2C(=O)OC)c(C)o1 (configuration not stated)	-8%	-3%	11%	-12%	4.7%	0.5%	-1%	i	3.5%
Cc1cc(N2CCN(c3ccccc3)CC2)n2nnnc2n1	-1%	4%	36%	-19%	0.6%	·	12%	·	-4.5%
O=C(O)c1cc2c(cc1NC(=O)c1c(F)cccc1Cl)OCCCO2	-11%	-1%	-27%	-36%	2.3%	-0.1%	-1%	·	-6.2%
COc1ccc2c(/C=C/c3cc[n+](C)cc3)c[nH]c2c1	48%	-1%	12%	-8%	6.5%	-0.3%	-35%	·	-3.9%
O=c1oc2ccccc2cc1-c1ccc(O)cc1O	7%	5%	37%	-13%	0.8%	-0.5%	-1%	i	9.2%
COc1cc2nc(NC(=O)c3ccc(Cl)cc3)sc(=O)c2cc1OC	-18%	30%	-24%	6%	0.3%	-0.7%	-12%	·	5.8%
COc1cccc(C(=O)/C=C/Nc2ccc(S(=O)(=O)Nc3onc(C)c3C)cc2)c1	2%	14%	8%	-15%	9.1%	0.7%	1%	i	-1.2%
Nc1ccc(C(O)(C(F)(F)F)C(F)(F)F)cc1	9%	-2%	-4%	12%	1.6%	1.0%	-10%	i	-5.6%

Not all compounds are listed (hit frequency here may not be typical).
